# Screening results as filed in PubChem BioAssay.
# PKA-R2B activ – activators of PKA-R2B holoenzyme, primary screen, biochemical, fluorescence polarization, Cy5-IP20, human; PKA-R2B holoenzyme dissociation; R2B truncated from residue 108, S112A mutant; 0% DMSO only, 100% 113 µM cGMP; 0.079% of 340,000 active; activation, % at 11.4 µM; AID 504700, 2011; cAMP-dependent protein kinase catalytic subunit beta (Homo sapiens) + cAMP-dependent …;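 active means activation above a cutoff set at the mean over all compounds plus 3 SD, cut at about 18% in these data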;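 further: higher means more holoenzyme dissociation and a rise in polarization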
# Target sequence (P31323 whole entry, looked up, other chains not shown, the tested form may be a part): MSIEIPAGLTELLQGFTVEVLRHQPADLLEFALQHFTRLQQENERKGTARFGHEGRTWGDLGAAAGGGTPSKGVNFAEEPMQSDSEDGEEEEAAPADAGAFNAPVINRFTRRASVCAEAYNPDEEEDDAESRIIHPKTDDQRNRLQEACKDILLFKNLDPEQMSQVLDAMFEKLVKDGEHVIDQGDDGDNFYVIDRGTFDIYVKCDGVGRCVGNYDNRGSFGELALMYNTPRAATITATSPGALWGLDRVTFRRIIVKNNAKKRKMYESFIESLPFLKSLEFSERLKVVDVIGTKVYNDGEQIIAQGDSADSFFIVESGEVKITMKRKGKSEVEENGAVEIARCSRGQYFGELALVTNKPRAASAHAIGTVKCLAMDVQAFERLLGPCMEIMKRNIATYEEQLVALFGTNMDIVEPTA
# SR-BI DiI-HDL act – activators of SR-BI mediated DiI-HDL uptake, primary screen, ldlA[mSR-BI] CHO cells, DiI fluorescence; 0.096% of 320,000 active; activation, % at 12.5 µM; 3 h; 100 = double the neutral-control signal;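 active means mean replicate activation of at least 60% and every replicate at or above 60%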;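 further: 0% = median plate neutral-control signal and 100% = twice that signal; values of inactives mirror those of a sister screen read the other way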
#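 material = CHO ldlA[mSR-BI] cells | medium = Ham's F12 with 0.5% BSA, HEPES 25 mM, pH 7.4 | reagent = fluorescent DiI-HDL, 10 µg/mL final | compound dosing = single-point compound dose | incubation = 3 h, 37 °C | measured by = bottom-read fluorescence, 550/595 nm | measure = HDL uptake via cellular fluorescence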
# SR-BI DiI inh – inhibitors of SR-BI mediated HDL lipid uptake, primary screen, ldlA[mSR-BI] cells, fluorescence, single point | Scavenger receptor class B member 1 (Mus musculus), Q61009 | ldlA[mSR-BI] CHO cells, DiI-HDL uptake fluorescence, 3 h | inhibition, % at 12.5 µM | 0.96% of 320,000 active | AID 488896, 2010;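 active means mean replicate inhibition of at least 70% and a set share of replicates each scoring 70 or more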;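 further: 0% = median of neutral control wells and 100% = median of positive control wells; values of inactives mirror those of a sister screen read the other way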
# NSD2 HMT inh – NSD2 histone methyltransferase inhibitors, primary screen, biochemical, AlphaScreen, single concentration, set 2. Histone-lysine N-methyltransferase NSD2 (Homo sapiens), O96028. NSD2 peptide methylation, 120 min. inhibition, % at 12.5 µM. 0.54% of 310,000 active. AID 743445, 2014; in the data active means inhibition above about 50%
# Keap1-Nrf2 PPI – Keap1-Nrf2 protein-protein interaction inhibitors, primary screen, biochemical, fluorescence polarization, single point | inhibition, % at 9.4 µM | Kelch-like ECH-associated protein 1 (Homo sapiens), Q14145 | Keap1 Kelch-Nrf2 peptide fluorescence polarization, 1536-well | 0.15% of 340,000 active; in the data active means inhibition above about 12%;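 further: human Keap1 Kelch domain with fluorescein labeled Nrf2 9mer peptide probe; 0% = neutral control wells and 100% = peptide positive control; higher means more block of Keap1 binding to Nrf2 peptide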
# Target sequence (Q14145 whole entry, looked up, the tested form may be a part): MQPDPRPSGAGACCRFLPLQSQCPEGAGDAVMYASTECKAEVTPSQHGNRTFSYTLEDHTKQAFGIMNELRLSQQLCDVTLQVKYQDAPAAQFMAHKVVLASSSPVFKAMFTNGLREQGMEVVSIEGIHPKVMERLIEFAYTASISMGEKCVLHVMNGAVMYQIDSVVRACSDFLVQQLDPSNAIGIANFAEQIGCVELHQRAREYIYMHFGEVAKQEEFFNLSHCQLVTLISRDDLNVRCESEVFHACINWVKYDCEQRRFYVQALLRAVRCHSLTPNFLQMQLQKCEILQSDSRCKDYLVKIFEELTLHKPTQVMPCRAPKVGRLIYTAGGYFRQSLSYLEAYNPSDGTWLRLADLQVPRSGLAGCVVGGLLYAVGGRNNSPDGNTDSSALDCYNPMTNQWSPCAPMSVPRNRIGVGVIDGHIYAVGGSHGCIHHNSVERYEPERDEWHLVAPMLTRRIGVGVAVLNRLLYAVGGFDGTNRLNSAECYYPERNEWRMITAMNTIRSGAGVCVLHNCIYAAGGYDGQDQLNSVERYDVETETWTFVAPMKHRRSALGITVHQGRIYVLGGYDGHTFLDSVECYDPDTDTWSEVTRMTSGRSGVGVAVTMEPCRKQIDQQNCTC
# C-LANA FP – inhibitors of KSHV C-LANA binding to DNA, primary screen, biochemical, fluorescence polarization, FAM-LBS DNA, MBP-C-LANA, single point; Kaposi's sarcoma herpesvirus LANA C-terminal domain (residues 932-1162) DNA binding; inhibition, % at 9 µM; 0.078% of 340,000 active; AID 504423, 2011;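 active means highest replicate inhibition at or above 60% at 9 µM, even if other replicates fall short; inactive means all replicates below 60% inhibition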;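 further: 0% = neutral control wells and 100% = 4 µM acridine orange control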
# DAGLB inhibitor – DAGLB lipase inhibitors, primary screen, biochemical, fluorescence, HTS; Diacylglycerol lipase-beta (Homo sapiens), Q8NCG7; HEK293T DAGLB membrane lysate, EnzChek fluorogenic substrate; inhibition, % at 5.17 µM; 0.059% of 340,000 active; in the data active means inhibition above about 34%;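 further: 0% = enzyme with vehicle and 100% = wells lacking enzyme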
# PvdQ acylase – P. aeruginosa PvdQ acylase inhibitors, primary screen, biochemical, fluorescence, plate reader and imaging, single point | PvdQ acylase [Pseudomonas aeruginosa LESB58] | purified PvdQ acylase | inhibition, % at 10 µM | 0.063% of 340,000 active | AID 488965, 2010; in the data active means inhibition above about 30%, passing the limit was not always enough;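 further: 0% = vehicle neutral wells and 100% = reference inhibitor wells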
# RTF Ca sens inh – cardiac RTF calcium sensitivity inhibitors, primary screen, biochemical, IANBD-TnC fluorescence, EC70 calcium; Troponin I, cardiac muscle (Homo sapiens) + Troponin T, cardiac muscle (Homo sapiens) + …; IANBD-labeled cardiac RTF, Ca2+ fluorescence; inhibition, % at 7.15 µM; 0.12% of 340,000 active;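 active means inhibition above the mean inhibition of all tested compounds plus 3 SD, cut at about 17% in these data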;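 further: assay run at fixed EC70 calcium of 1.6 mM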
# Arrestin-AP2 inh – inhibitors of beta-arrestin/AP2 binding, primary screen, biochemical, GPCR trafficking, flow cytometry; beta-arrestin 1 C-terminal peptide binding to AP2 beta2-adaptin appendage (human); FITC-arrestin peptide / GST-AP2 beads; AP2 beta2 appendage carries R879A mutation; inhibition, % at 10 µM; 0.31% of 340,000 active;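 active means inhibition above a set limit, near 3 SD of compounds lacking own fluorescence, cut at about 54% in these data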;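 further: plate controls were DMSO wells for no effect and 5 µM unlabelled arrestin peptide for full effect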
#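 Test system: GST-tagged AP2 beta2-adaptin appendage (R879A) on 4 µm glutathione beads; also added: fluorescein-tagged arrestin peptide at 50 nM final; timing: 12 min plus 1 h, RT; signal: flow cytometry, FL1 (488/535 nm); read-out: percent drop in bead-associated FITC signal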
# Active calls of the source: *; x = no result given.
# Screens in order: C-LANA FP	RTF Ca sens inh	Keap1-Nrf2 PPI	DAGLB inhibitor	SR-BI DiI inh	NSD2 HMT inh	Arrestin-AP2 inh	PvdQ acylase	SR-BI DiI-HDL act	PKA-R2B activ
COc1ccc(CCNC(=O)c2ccc(CS(=O)(=O)c3ccc(Br)cc3)o2)cc1OC
    7.9	-3.7	4.7	-1.9	24.7	-0.4	49.6	6.5	-24.7	2.8
CCN(CC)S(=O)(=O)c1ccc(Cl)c(NC(=O)COc2ccc(OC)cc2)c1
    0.8	2.3	-5.8	-7.1	24.0	-0.7	0.2	-13.7	-24.0	-2.2
COc1cc(C(c2sc3nc(C)nn3c2O)N2CCN(c3ccccc3)CC2)cc(OC)c1OC (centres undefined)
    -0.7	-2.7	-6.7	-1.3	0.6	x	-4.3	-17.1	-0.6	4.5
COC(=O)c1ccc(/C=C/C(=O)OCC(=O)Nc2sccc2C(N)=O)cc1
    -0.5	-9.5	2.8	-1.2	48.6	x	5.8	-9.7	-48.6	6.5
C=CCNC(=S)NNC(=O)c1cc(C)nc2ccccc12
    1.7	2.6	-3.6	-0.9	6.2	-0.9	-11.7	-7.7	-6.2	3.9
O=S(=O)(c1ccccc1)N1CCN(c2ncnc3sc(-c4ccccc4)cc23)CC1
    -2.1	-9.1	-5.6	-0.7	-10.6	x	-2.3	-9.7	10.6	-1.6
Cc1ccc(CNC(=O)[C@H](C)[C@H]2C[C@]2(C)[C@H](NC(=O)OCc2ccccc2)c2ccccc2)o1
    -2.2	-0.5	-3.4	-5.2	10.3	x	12.2	0.5	-10.3	-8.4
COc1ccc(OCC(O)CNCc2ccco2)cc1 (centres undefined)
    1.5	-5.4	0.0	-4.9	-2.9	1.1	1.1	-12.6	2.9	-5.3
CNC(=S)NC1CC2CCCC(C1)N2Cc1ccccc1OC (centres undefined)
    -0.1	-3.5	-1.1	-0.9	-17.4	-1.2	39.5	9.2	17.4	-2.3
CN(C)C(=O)COC(=O)c1ccccc1OCC(=O)Nc1ccc(SC(F)F)cc1
    -0.6	0.6	-4.2	-5.1	-20.9	-1.2	1.4	-11.1	20.9	-20.4
Cc1ccc(F)cc1NC(=O)c1cnccn1
    0.8	-3.3	0.8	0.1	3.6	-0.9	-6.9	-16.1	-3.6	-8.3
CCCCc1ccc(CC2S/C(=C(\C#N)C(=O)N3CCOCC3)N(c3ccccc3)C2=O)cc1 (centres undefined)
    -1.5	-8.8	0.5	-2.4	-16.3	-0.5	14.6	-4.6	16.3	-5.7
COc1ccc(F)c(CN2CCC(N3CCC(C(=O)N4CCOCC4)CC3)CC2)c1
    -0.2	0.8	-3.0	2.5	-15.4	-2.7	-27.0	-14.2	15.4	6.0
Cc1ccc(N(O)C(=O)OCCNC(=O)Nc2ccccc2)cc1
    -0.7	-3.5	-5.1	1.2	-4.6	-2.8	5.4	-30.7	4.6	-5.4
CCc1noc(C)c1C(=O)OC(C)C(=O)Nc1ccccc1OC (centres undefined)
    0.7	4.5	-4.8	-2.6	-12.7	24.5	-8.7	-20.4	12.7	-10.8
CCCCN(C(=O)c1cnc2n(c1=O)CCS2)c1ccccc1
    0.9	-4.2	-9.6	1.1	-14.3	x	3.5	-9.1	14.3	9.0
Cc1ccc(N2CC(C(=O)N3CCCCCC3)CC2=O)cc1 (centres undefined)
    1.2	-6.0	-3.1	-0.6	-9.4	-1.1	7.9	-17.5	9.4	10.1
CN(C)C(=O)c1ccc(NC(=O)COC(=O)C2=COCCO2)cc1
    -0.6	-0.6	-4.1	-0.7	-19.8	-0.4	1.8	-19.0	19.8	-8.6
CN(CC(=O)Nc1cc(S(=O)(=O)N2CCCCCC2)ccc1Cl)Cc1ccc2c(c1)OCO2
    -0.1	-7.0	-3.3	-7.4	60.9	6.7	-6.4	-7.0	-60.9	6.5
Cn1c(C=O)c(C#Cc2ccccc2)c2ccccc21
    4.6	-3.2	-2.6	-13.2	22.1	x	-1.7	-7.9	-22.1	-5.3
Cc1ccc(NC(=S)NCc2ccc3c(c2)OCO3)cc1C
    7.5	-3.8	4.6	-1.8	-19.8	3.4	31.7	14.1	19.8	3.5
O=C(CN(CCc1ccccc1)C(=O)c1csnn1)NC1CCCC1
    0.0	4.6	4.2	-2.9	6.4	-2.7	-12.3	-2.0	-6.4	-5.8
CN(CC(=O)Nc1cccc(F)c1)C(=O)CCc1nc2ccccc2c(=O)[nH]1
    -1.0	-7.0	0.4	3.4	-2.7	-0.2	0.0	-6.2	2.7	-4.2
Cc1nc(Nc2ccccc2)sc1C(=O)c1ccc(F)cc1
    -5.0	3.0	-4.0	-2.4	14.5	-10.6	4.0	-10.3	-14.5	-0.9
Cc1ccccc1CSCC(=O)NCCSc1ccccn1
    1.1	-3.2	4.8	-1.4	-9.5	1.5	-6.7	-13.1	9.5	-1.5
Cc1ccc(CNC(=O)c2ccc(N3CCC4(CC3)CC(c3ccccc3)=NO4)c([N+](=O)[O-])c2)cc1
    1.4	-0.9	0.5	3.5	57.4	x	1.8	6.3	-57.4	6.3
Clc1nnc(N/N=C/c2ccccc2)c2ccccc12
    -0.5	-4.4	-0.6	-5.0	-12.0	0.5	33.8	1.0	12.0	-4.5
C=C(C)CC1N(c2cccc(OC)c2)C(=O)[C@@H]2C(C(=O)O)[C@H]3C=C[C@@]12O3 (some centres undefined)
    -2.2	3.8	-2.0	3.2	-17.7	-0.7	5.2	-1.8	17.7	-7.5
CC(=O)NC1C(Oc2ccccc2C)OC(CO)C(O)C1O (centres undefined)
    -0.4	-5.3	0.2	-0.1	4.6	x	4.5	-9.0	-4.6	-11.8
CC(C)COc1ccc(S(=O)(=O)n2cc(F)c(=O)[nH]c2=O)cc1
    0.7	-2.1	0.9	4.8	-17.5	-1.2	43.8	4.4	17.5	-3.0
CC(=O)CSc1nnc(-c2cnccn2)n1-c1ccccc1
    8.3	-3.5	-8.0	0.1	-6.9	-1.5	3.7	-16.2	6.9	-4.2
CCOc1ccc(OCC(=O)Nc2ccc(N3CCCCC3)cc2)cc1
    2.7	-5.2	-0.7	-6.7	27.1	6.1	-3.8	-11.1	-27.1	2.2
CCN(CC)C(=O)c1[nH]cnc1C(=O)N[C@@H](CC(C)C)C(=O)OCc1ccccc1
    -1.4	-4.5	1.6	-1.8	-14.9	x	30.9	6.5	14.9	-7.7
O=C(NNc1cc(Cl)cc(Cl)c1)c1cccs1
    -0.9	1.0	2.2	-6.1	-19.1	12.7	-11.4	-7.4	19.1	-5.8
C=CCn1c2ccccc2n2nc(C)c(=O)nc12
    -0.2	-2.1	1.3	1.4	-2.9	2.4	0.2	7.9	2.9	-4.9
CCOC(=O)C1CN(S(=O)(=O)c2ccc(OC)cc2)c2cc(Cl)ccc2O1 (centres undefined)
    0.6	0.6	-3.1	-5.2	-3.2	-1.5	30.4	-0.9	3.2	-5.5
N#CCCCSc1nnc(-c2ccc(Cl)cc2)n1-c1ccccc1
    2.3	-1.4	-2.0	-1.4	23.4	-2.1	0.8	-6.0	-23.4	-0.9
COc1ccccc1N(O)C1CC(=O)N(c2ccc(Br)cc2)C1=O (centres undefined)
    1.9	0.5	-5.4	7.2	41.7	x	7.2	0.3	-41.7	-8.8
COc1ccccc1N1CC(C)C(=O)NC1=S (centres undefined)
    -1.3	-6.5	-1.7	-5.1	-15.3	-2.9	-6.3	0.0	15.3	-4.5
CCOc1ccccc1OCC(=O)NC1CCCCC1
    0.1	-3.7	-0.9	-0.8	-2.3	16.2	12.9	-3.4	2.3	2.3
CN(CC(=O)Nc1ccccc1C(=O)NC1CC1)Cc1ccco1
    0.4	0.4	-1.4	-1.8	2.7	0.9	-16.9	-3.5	-2.7	0.5
Cc1ccc(C)c(S(=O)(=O)NC(C)C(=O)NCc2ccccn2)c1 (centres undefined)
    -0.3	-4.0	-2.8	0.6	-28.1	-0.1	9.3	-14.8	28.1	-4.1
COc1ccc(-n2nc3c(c2NC(=O)c2ccc(N4C(=O)CCC4=O)cc2)CSC3)cc1
    1.1	-1.9	-0.8	2.4	48.6	-1.7	37.0	4.9	-48.6	7.5
Cc1nnc(SCC(=O)Nc2ccccc2)c2ccccc12
    1.7	-14.1	-15.4	-4.0	-13.7	-3.1	-10.3	-11.8	13.7	-3.1
CCOCc1nnc(NC(=O)c2cccc(OC)c2)s1
    -0.2	-4.8	1.5	-1.6	3.8	1.1	-18.6	-7.1	-3.8	-8.9
CN(C(=O)CCN1C(=O)c2ccccc2C1=O)C1CCCCC1
    -1.0	-2.4	-0.8	-1.2	-14.8	1.0	11.7	5.1	14.8	-4.8
CS(=O)(=O)c1ccccc1C(=O)N(CCc1ccccc1)Cc1ccccc1
    0.6	0.0	0.6	-3.8	-22.2	1.8	35.0	2.8	22.2	-3.7
CC(C)(C)N(NC(=O)OCc1ccccc1)C(=O)c1ccccc1Cl
    1.0	-0.7	-4.5	-2.7	-11.9	-4.2	1.6	-11.6	11.9	-6.9
Cc1nc(-n2nnc(CO)c2CO)nc2c1CCC2
    -0.2	1.5	0.6	-4.0	-0.7	-2.9	51.6	5.4	0.7	1.5
O=C(NCc1ccccc1)C(Cc1ccccc1)N1C(=O)C2C3CCC(C3)C2C1=O (centres undefined)
    -0.1	-2.1	-4.2	4.0	-17.6	-1.4	2.5	-13.6	17.6	2.9
CCc1nnc(N/N=C/c2cc(C)c(C)cc2C)n1N
    0.5	-2.6	2.6	-2.7	-13.1	0.5	7.3	-12.1	13.1	-4.7
COc1cc(OC)cc(C(=O)N2CCC(C(=O)NCCc3ccccc3)CC2)c1
    5.0	5.2	-1.1	-0.8	5.1	38.2	12.4	0.5	-5.1	-9.2
